Screens as filed in PubChem BioAssay.
CHRM1 antagonist = blocks human M1 muscarinic receptor; P11229; CHO-K1 hM1, Fluo-8 calcium fluorescence, ACh EC80 antagonist; inhibition, % at 3 µM; actives 1.3% (n = 360,000); AID 588852;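 active = percent inhibition above its own plate's cutoff, namely the mean of that plate's compound wells plus 3 SD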;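 note: peak over basal fluorescence ratio during 140 s after agonist addition; 0% = ACh EC80 plus DMSO and 100% = DMSO alone without agonist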
TAAR1 antag = antagonists of human TAAR1. Q96RJ0. CHO RD-HGA16 TAAR1, Fluo-8 calcium fluorescence, antagonist. inhibition, % at 3 µM. actives 1.5% (n = 360,000). AID 624466;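 active = inhibition above a per-plate cutoff, the mean inhibition of test compounds on that plate plus 3 SD, cut at about 49% in these data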;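 note: 0% = DMSO plus EC80 beta-PEA response and 100% = DMSO alone without agonist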
Target sequence (Q96RJ0 whole entry, looked up): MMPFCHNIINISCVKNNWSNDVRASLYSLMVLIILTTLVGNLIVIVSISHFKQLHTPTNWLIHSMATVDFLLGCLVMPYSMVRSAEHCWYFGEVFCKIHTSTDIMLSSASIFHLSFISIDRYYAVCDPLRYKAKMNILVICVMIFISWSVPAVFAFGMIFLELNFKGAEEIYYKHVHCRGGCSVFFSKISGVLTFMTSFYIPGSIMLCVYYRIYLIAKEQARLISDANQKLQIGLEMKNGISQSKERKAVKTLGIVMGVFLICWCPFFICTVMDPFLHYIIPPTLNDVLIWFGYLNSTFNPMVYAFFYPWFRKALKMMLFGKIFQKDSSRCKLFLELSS
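Test system – hTAAR1-expressing CHO RD-HGA16 cells, Gα16-coupled · Reagent – β-PEA at EC80 concentration, post-compound challenge · Compound dosing – 3 µM, single point · Timing – 140 s kinetic read after compound, 140 s after agonist · Detection – Fluo-8 intracellular calcium dye fluorescence, real-time kinetic reads · Control set – DMSO and EC80 PEA controls · Repeats – n of 1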
TAAR1 agonist = human TAAR1 agonism; CHO RD-HGA16 TAAR1, Fluo-8 calcium fluorescence; vehicle wells 0%, saturating PEA agonist 100%; Q96RJ0; activation, % at 3 µM; AID 624467; actives 0.99% (n = 360,000);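 active = activation above the mean activation of all test compounds in the run plus 3 SD, cut at about 38% in these data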
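Test system: RD-HGA16 (CHO) cells co-expressing Gα16 and hTAAR1 | Doses: Single dose, 3 µM | Schedule: 17-24 h seeding, 75 min 37 °C dye, 30 min RT | Evaluation: % activation from peak over basal fluorescence ratio, DMSO-to-PEA scaled | Technique: Kinetic Fluo-8 calcium fluorescence | Benchmarks: Low control DMSO, high control PEA (EC100)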
M1 ag = agonists of human M1 muscarinic receptor | actives 0.33% (n = 360,000) | P11229 | activation, % at 3 µM | CHO-K1 hM1, Fluo-8 calcium fluorescence, agonist mode; 0% DMSO, 100% acetylcholine EC100;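 active = activation above the run's mean compound activation plus 3 SD, cut at about 16% in these data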;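 note: peak over basal fluorescence ratio within a 140 s kinetic read after compound addition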
V1R ag counter = V1a receptor agonism, counter-screen for OXTR agonists. P37288. CHO-V1R cells, Fluo-8 calcium fluorescence, agonist mode; 0% DMSO, 100% 3 nM vasopressin. activation, % at 3 µM. actives 0.25% (n = 320,000). AID 2797;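 active = activation above the mean activation of all tested compounds plus 3 SD, per screening run, cut at about 20% in these data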;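 note: signal is peak over basal fluorescence ratio across a 100 second FLIPR read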
CHRM1 PAM = potentiates human M1 receptor response to acetylcholine; CHO-K1 hM1, Fluo-8 calcium fluorescence, ACh EC20; 0% = ACh EC20, 100% = maximal ACh; AID 588819; activation, % at 3 µM; actives 0.088% (n = 360,000); in the data active = activation above about 19%, passing the limit was not always enough
CHO parental Ca = counter-screen for OX1R antagonists: effect in parental CHO cells. inhibition, % at 5.6 µM. actives 0.63% (n = 330,000). AID 463079. parental CHO-K1, ATP-induced calcium, Fluo-8 fluorescence;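 active = inhibition above that plate's mean sample inhibition plus 3 SD, cut at about 26% in these data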;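 note: 0% = ATP-challenged DMSO wells and 100% = DMSO wells without ATP; some compounds past the cut are filed as inactive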
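test system = CHO parental line | reagent = ATP stimulus | measured by = intracellular calcium via Fluo-8 no-wash fluorescent dye | control set = ATP and no-ATP DMSO wells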
OXTR ag = agonists of human oxytocin receptor. P30559. CHO-OTR cells, Fluo-8 calcium fluorescence; normalized: DMSO 0%, oxytocin 100%. activation, % at 3 µM. actives 0.32% (n = 320,000). AID 2435;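 active = activation above the mean of all tested compounds plus 3 SD, cutoff set per screening run, cut at about 20% in these data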;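 note: peak over basal fluorescence ratio from a 100 s FLIPR kinetic read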
Target sequence (P30559 whole entry, looked up): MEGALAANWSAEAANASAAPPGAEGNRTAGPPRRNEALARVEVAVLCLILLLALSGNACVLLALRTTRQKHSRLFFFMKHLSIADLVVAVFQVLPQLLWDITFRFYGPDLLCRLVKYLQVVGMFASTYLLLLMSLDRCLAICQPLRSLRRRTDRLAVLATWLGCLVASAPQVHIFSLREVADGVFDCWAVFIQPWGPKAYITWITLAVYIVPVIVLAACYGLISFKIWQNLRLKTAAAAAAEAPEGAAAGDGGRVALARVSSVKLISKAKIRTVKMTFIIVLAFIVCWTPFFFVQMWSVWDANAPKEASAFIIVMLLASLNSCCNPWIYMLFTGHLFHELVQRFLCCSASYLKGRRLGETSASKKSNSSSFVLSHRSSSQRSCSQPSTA
OXTR potentiate = potentiates the human oxytocin receptor response | P30559 | CHO-OTR cells, Fluo-8 calcium fluorescence, potentiator mode; 0% = oxytocin EC15, 100% = EC100 | activation, % at 3 µM | actives 0.061% (n = 320,000) | AID 2445;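 active = activation above that plate's cutoff, the mean activation of tested compounds plus 3 SD, cut at about 6.6% in these data, passing the limit was not always enough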;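 note: 100% uses oxytocin at 75 nM as the full agonist control; some results filed as inactive read as strong as hits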
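Replication – single well per compound, singlicate · Assay system – CHO cell line stably expressing human OTR · Timing – 6 min pre-incubation, 100 s read · Measure – normalized max/min fluorescence ratio, % activation · Doses – 3.0 µM, one dose · Detection – Fluo-8 calcium dye fluorescence · Probe or stimulus – oxytocin near EC15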
An asterisk follows results filed as active; . = not tested or not shown.

SMILES,CHRM1 antagonist,TAAR1 antag,TAAR1 agonist,M1 ag,V1R ag counter,CHRM1 PAM,CHO parental Ca,OXTR ag,OXTR potentiate
CC(=O)c1ccc(NCCC(=O)c2ccccc2)cc1,13,-2,3,0,-0.3,9,2,-0.5,-5
COc1ccc(CC(=O)Nc2ccc(S(=O)(=O)NCC3CCCO3)cc2)cc1 (stereo not drawn),2,3,3,6,8.4,-4,4,7.9,-7
COc1cccc(C2C(C(=O)c3ccc(C)o3)=C(O)C(=O)N2CCN2CCOCC2)c1 (stereo not drawn),-10,-35,8,-4,0.6,14,2,1.0,-5
Cn1cc(CCC(=O)NC2CC(C)(C)Cc3c2cnn3-c2ccc(F)cc2)cn1 (stereo not drawn),-16,-11,0,-5,.,14,.,.,.
COc1ccc(C(=O)NCCONC(=O)c2ccc(OC)cc2)cc1,-5,-21,4,-3,-0.8,2,-11,-0.6,-12
COc1ccccc1NC(=O)CCC(=O)Nc1nnc(C(F)(F)F)s1,11,8,9,-1,0.7,-6,3,0.0,-1
CC(C)(C)NC(=O)CSc1nnc(-c2ccco2)n1Cc1ccco1,-3,1,16,-4,-1.1,8,-14,-0.3,-2
O=C(CCNC(=O)c1ccco1)Nc1ccc(F)c(Cl)c1,-16,15,2,-1,1.2,12,1,5.8,-9
COc1cc(NC(=O)CSc2nnc(C)s2)cc(OC)c1,-3,1,6,-3,-0.3,0,-11,-0.1,-8
COc1cccc(C(=O)OCC(=O)NC(=O)NC2CCCC2)c1O,-9,3,8,-2,0.9,8,-12,-0.7,-7
CCOC(=O)CNC(=O)c1sc(NC(=O)c2ccccc2)nc1C,-9,-2,0,-2,0.1,7,-18,-0.8,-8
CC1=CCC2C(=O)N(c3cc(C)on3)C(=O)C2C1 (stereo not drawn),-9,-9,0,-4,0.9,8,-6,1.7,-2
Cc1c(NC(=O)COC(=O)c2cc(-c3ccc(-c4ccccc4)cc3)nc3ccccc23)c(=O)n(-c2ccccc2)n1C,-1,19,1,-3,0.1,1,-8,0.0,3
CC(C)CCNC(=O)C(c1ccncc1)N(CC1CCCO1)C(=O)Cn1nnc(-c2ccc(F)cc2)n1 (stereo not drawn),5,-7,9,-4,0.5,1,2,-0.9,-4
Cc1cc(-n2nc(C)cc2C)nc(NS(=O)(=O)c2ccccc2)n1,-31,4,2,-2,0.1,5,-4,-0.8,-13

An excerpt from above in order of molecular weight, low to high:
SMILES,CHRM1 antagonist,TAAR1 antag,TAAR1 agonist,M1 ag,V1R ag counter,CHRM1 PAM,CHO parental Ca,OXTR ag,OXTR potentiate
CC(=O)c1ccc(NCCC(=O)c2ccccc2)cc1,13,-2,3,0,-0.3,9,2,-0.5,-5
Cc1cc(-n2nc(C)cc2C)nc(NS(=O)(=O)c2ccccc2)n1,-31,4,2,-2,0.1,5,-4,-0.8,-13
COc1ccc(C(=O)NCCONC(=O)c2ccc(OC)cc2)cc1,-5,-21,4,-3,-0.8,2,-11,-0.6,-12
COc1ccccc1NC(=O)CCC(=O)Nc1nnc(C(F)(F)F)s1,11,8,9,-1,0.7,-6,3,0.0,-1
COc1ccc(CC(=O)Nc2ccc(S(=O)(=O)NCC3CCCO3)cc2)cc1 (stereo not drawn),2,3,3,6,8.4,-4,4,7.9,-7

Continuation:
SMILES,CHRM1 antagonist,TAAR1 antag,TAAR1 agonist,M1 ag,V1R ag counter,CHRM1 PAM,CHO parental Ca,OXTR ag,OXTR potentiate
O=C(Nc1cccc(-n2cccn2)c1)C1CCCN(Cc2ccccc2F)C1 (stereo not drawn),14,-37,2,-5,0.3,-11,-21,-0.7,-11
Cc1cccc(NC(=O)CSc2nc(C)nc3c2c(=O)n(C)c(=O)n3C)c1,-12,8,0,-3,.,4,.,.,.
COC(=O)C1=C(C)N(C)C(=O)NC1c1ccc(O)c(Cl)c1 (stereo not drawn),-2,8,7,-3,0.5,7,-1,0.8,-1
CCOC(=O)c1nnn(-c2nonc2N)c1-c1ccc(OC)cc1,2,4,0,-3,0.1,-4,-9,-0.6,-16
O=C(Nc1scc(-c2ccc(Br)cc2)c1C(=O)O)c1ccccc1F,-1,37,1,-2,0.7,1,-8,0.8,0
COc1ccc2oc(-c3cccc(NC(=O)CSc4ccc(Cl)cc4)c3)nc2c1,-13,41,4,-4,0.4,7,-28,0.3,-8
CN(C)CCNC(=O)c1cccc(S(=O)(=O)Nc2ccc(F)cc2)c1,6,-13,3,-10,-0.1,1,-12,-0.6,-20
Cc1[nH]c2ccccc2c1C(Nc1nccs1)c1ccncc1 (stereo not drawn),3,-12,2,-5,1.1,0,-11,-0.2,-5
CC(C)(C)C(=O)N(CCN(C(=O)C(C)(C)C)c1ccccc1)c1ccccc1,-14,8,4,0,-0.1,7,-8,-0.7,3
CN(C)C(CN1C(=O)C2CC=CCC2C1=O)c1cn(C)c2ccccc12 (stereo not drawn),-3,12,-1,-1,1.3,7,-10,3.0,-4
COC(=O)N/N=C/c1cn(CCOc2ccc(OC)cc2)c2ccccc12,15,50*,1,-2,13,-9,-6,8.7,-20
COc1cc(C2OC(=O)c3ccccc3S2)cc(OC)c1OC (stereo not drawn),-10,5,3,-3,2.9,9,-9,-1.2,-4
CC1(C(=O)NS(=O)(=O)c2ccccc2)CCN1C(=O)Cc1cccc2ccccc12 (stereo not drawn),-8,-12,4,0,.,3,.,.,.
COc1ccc(C2=NN(C(=O)c3ccco3)C(c3cc4ccccc4nc3Cl)C2)cc1 (stereo not drawn),.,.,.,.,-0.3,.,-26,0.3,-3
CCOC(=O)c1sc(=S)n(C)c1NC(=O)c1ccccc1Cl,-2,-12,5,-5,4.1,4,-13,2.5,-5

(next part)
SMILES,CHRM1 antagonist,TAAR1 antag,TAAR1 agonist,M1 ag,V1R ag counter,CHRM1 PAM,CHO parental Ca,OXTR ag,OXTR potentiate
C/C(=N\O)c1c(C)c2ccccc2n1C,7,1,11,-4,-0.5,1,-6,-0.5,-6
CC(=O)NC(CCS(C)(=O)=O)C(=O)Nc1ccccc1 (stereo not drawn),-11,-25,1,2,0.4,5,3,-0.5,-8
CCN(CC)Cc1c(C(=O)OC(C)C)nnn1-c1nonc1N,-4,-1,0,-3,-1.0,3,-13,-0.3,2
O=C(CCSc1nnc2ccccn12)Nc1ccc(F)cc1,-17,15,8,-5,0.4,14,-11,0.5,-3
Brc1ccc(-c2ccccc2)cc1,-18,-10,2,-1,0.2,9,-3,-0.2,-8
COc1ccc(CCN2C(=O)CS/C2=N\NC(=O)c2cccs2)cc1OC,-13,7,-1,-3,0.1,10,-25,-1.1,-24
C=CCn1c(=N)n(CC(=O)c2ccc(Br)cc2)c2ccccc21,-18,-14,6,-5,0.3,13,10,-2.0,-16
O=c1cc(CS(=O)(=O)c2ccccc2)nc(-c2ccncc2)[nH]1,-4,2,12,-7,1.9,7,-15,1.0,5
COc1ccc(N2CC(C(=O)N(C)CC(=O)Nc3ccc(Cl)c(C(F)(F)F)c3)CC2=O)c(OC)c1 (stereo not drawn),-5,11,0,-2,0.6,4,-7,0.1,0
O=C(NC(=S)Nc1cccc2c(O)cccc12)c1ccco1,-7,0,5,2,5.2,6,11,5.2,-6
O=C(NC1CCCC1)C(c1ccsc1)N(C(=O)Cc1cccs1)c1ccc(F)cc1 (stereo not drawn),-5,5,12,-3,-0.5,-7,-5,0.5,-9
CN(C)S(=O)(=O)c1cccc(NC(=O)COc2cccc3ccccc23)c1,-6,6,5,-4,.,3,.,.,.
COc1ccc(N(CC(=O)Nc2ccc(C(C)C)cc2)S(=O)(=O)c2c(C)noc2C)cc1,-12,18,-1,-3,0.8,8,-20,-0.8,-6
Cc1nn(C)cc1C(C(=O)NC1CCCCC1)N(C(=O)Cc1cccs1)c1ccc(F)cc1 (stereo not drawn),-5,5,13,-7,1.4,3,4,-0.8,4
COc1ccc(CCN2CC(C(=O)NCCc3ncccc3C)CCC2=O)cc1 (stereo not drawn),-2,-1,1,-1,.,5,.,.,.
COc1cc(C2C(C(=O)OC(C)C)=C(C)Nc3ncnn32)cc(OC)c1OC (stereo not drawn),-7,4,0,-1,0.3,2,-6,-0.4,-1
O=C(OC(C(=O)NCC1CCCO1)c1ccc(F)cc1)c1ccco1 (stereo not drawn),-1,4,8,-2,0.7,7,-14,0.5,0
CCOC(=O)c1ncn2c1C(=O)OC2(C)C,-7,-1,4,-5,-0.4,6,6,0.2,-3
